Screening results: PubChem BioAssay, National Center for Advancing Translational Sciences (NCATS)
Caspase-7 inhib – blocks human caspase-7 allosterically or competitively | P55210 | recombinant caspase-7, Ac-DEVD-AFC fluorescence rate | Potency, µM (series often up to 57.5 µM), for the others: at the top dose activity change, negative = inhibition, most hits filed as inhibitors | actives 0.02% (n = 75,000); active means well fitted inhibition curve with a large enough effect in the main read-out, with a control signal flat, not every such curve was filed as active; inconclusive means small, poorly fitted or top-dose-only effect, or a change in a side signal; further: potency means the concentration at half of the fitted maximal effect; % of control where 0% means no effect
Target sequence (P55210 24-198 limits assumed): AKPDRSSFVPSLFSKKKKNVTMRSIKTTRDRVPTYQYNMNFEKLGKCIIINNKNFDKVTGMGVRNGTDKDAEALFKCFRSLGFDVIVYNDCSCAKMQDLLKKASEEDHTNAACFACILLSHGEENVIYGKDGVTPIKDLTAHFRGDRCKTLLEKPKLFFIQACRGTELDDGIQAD
Target sequence (P55210 207-303 limits assumed): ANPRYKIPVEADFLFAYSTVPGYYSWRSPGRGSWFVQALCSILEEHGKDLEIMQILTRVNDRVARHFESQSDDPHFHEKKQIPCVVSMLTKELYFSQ
Luciferase inh – firefly luciferase inhibition; P08659; purified firefly luciferase, luminescence, 8 min; Potency, µM (top dose mostly 57.1 µM), inactives show at the highest dose activity change, negative = inhibition, actives largely listed as inhibitors; actives 2.2% (n = 72,000); further: potency means the concentration at half of the fitted maximal effect; on the % scale 0 is the no-effect control and ±100 the full control effect; nearly all actives have a fitted effect of over 40% in size
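qHTS concentration-response profiling: light output of P. pyralis luciferase with luciferin and 10 uM ATP, imidazole buffer pH 7.2. Read by luminescence after 8-min room-temperature incubation.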
Tau fil binding – binds recombinant human tau filaments. P10636. recombinant tau filaments, thioflavin S fluorescence, 15 h; filaments grown with octadecylsulfate alongside compound. Potency, µM (top dose mostly 57.1 µM), for inactives: at the highest dose activity change, negative = inhibition. actives 2% (n = 71,000). AID 596;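 further: potency means the concentration at half of the fitted maximal effect; on the % scale 0 is the no-effect control and ±100 the full control effect; actives lower thioflavin S fluorescence by blocking filaments or displacing dye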
Target sequence (P10636 whole entry, looked up): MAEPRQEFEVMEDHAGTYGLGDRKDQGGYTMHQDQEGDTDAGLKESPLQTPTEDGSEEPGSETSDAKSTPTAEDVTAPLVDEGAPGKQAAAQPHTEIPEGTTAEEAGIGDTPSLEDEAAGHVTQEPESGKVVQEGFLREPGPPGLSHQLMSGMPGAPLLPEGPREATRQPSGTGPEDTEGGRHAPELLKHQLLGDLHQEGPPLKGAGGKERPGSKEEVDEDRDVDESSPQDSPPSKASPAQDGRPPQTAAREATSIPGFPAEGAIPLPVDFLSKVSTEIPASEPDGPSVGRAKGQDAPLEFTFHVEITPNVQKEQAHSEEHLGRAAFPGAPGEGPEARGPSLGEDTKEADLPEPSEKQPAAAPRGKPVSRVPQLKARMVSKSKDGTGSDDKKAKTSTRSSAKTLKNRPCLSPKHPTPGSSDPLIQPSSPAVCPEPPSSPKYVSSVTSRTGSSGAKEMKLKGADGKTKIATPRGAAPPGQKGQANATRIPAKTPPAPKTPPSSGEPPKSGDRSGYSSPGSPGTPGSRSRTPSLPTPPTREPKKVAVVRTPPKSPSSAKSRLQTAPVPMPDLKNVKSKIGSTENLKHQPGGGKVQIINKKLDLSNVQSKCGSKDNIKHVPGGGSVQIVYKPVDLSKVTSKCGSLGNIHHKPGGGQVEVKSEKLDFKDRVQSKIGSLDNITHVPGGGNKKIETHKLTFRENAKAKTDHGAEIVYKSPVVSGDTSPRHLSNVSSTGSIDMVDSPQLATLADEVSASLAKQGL
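Quantitative HTS: thioflavine S signal from ODS-induced tau filaments, excited at 450 nm, emission 510 nm. Conditions: 1 uM tau, 30 uM ODS, 15 h at 37 C, pH 7.4.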
A350 fluor – compound fluoresces in the Alexa 350 spectral region; Compound autofluorescence, 340/450 nm, Alexa 350 dye-equivalents; hits give high values; AID 590; actives 11% (n = 59,000); max dye-equivalent concentration, M; in the data active means max dye-equivalent concentration above about 10 nM; inconclusive means mostly about 1.1 nM to 9.6 nM
Casp1 inh – caspase-1 (human) inhibition, allosteric or competitive | Caspase-1 enzyme, Ac-WEHD-AFC fluorogenic rate | actives 0.03% (n = 75,000) | AID 900 | Potency, µM (titrated, usually from 57.5 µM), without a hit: at the highest dose activity change, negative = inhibition, actives largely listed as inhibitors;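 further: potency means the concentration at half of the fitted maximal effect; plate controls were vehicle for no effect and no substrate for full effect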
BRCT PPI green – BRCA1 BRCT-phosphoprotein interaction inhibition | P38398 | BRCA1 BRCT-phosphopeptide binding, green fluorescence polarization | Potency, µM (series often up to 76.9 µM), for the others: top-dose activity change, negative = inhibition, hits mostly inhibitors | actives 0.05% (n = 75,000) | AID 875;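 further: potency means the concentration at half of the fitted maximal effect; plate controls were peptide without protein for full effect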
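Fluorescence polarization: His-tagged BRCT (~35 kDa BRCA1 C-terminus, 250 nM) bound to 100 nM fluorescein-labeled phosphorylated 10-aa BACH1 peptide, pH 7.3 phosphate buffer with DTT and Tween 20. Compounds incubated 12 min at room temperature; inhibition read as lowered polarization.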
BRCT inh red – BRCT-phosphoprotein interaction inhibition (red fluorophore). P38398. BRCT-phosphopeptide binding, red fluorescence polarization. actives 0.03% (n = 75,000). AID 892. Potency, µM (series often up to 76.9 µM), for inactives: at the top dose activity change, negative = inhibition, usual class: inhibitors; further: on the % scale 0 is the no-effect control and ±100 the full control effect
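Fluorescence polarization: 100 nM His-tagged BRCA1 BRCT with 100 nM TAMRA-labelled phospho-BACH1 decapeptide, phosphate buffer pH 7.3 with 150 mM NaCl, DTT, 0.01% Tween 20; 12 min RT. Binding inhibition seen as FP decrease.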
ERK AVP inh – blocks ERK signaling stimulated by vasopressin. actives 0.99% (n = 72,000). AID 995. Potency, µM (titrated, usually from 57.5 µM), for inactives: top-dose activity, negative = inhibition, usual class: inhibitors. HEK293-V1b, vasopressin-stimulated pERK AlphaScreen; further: potency means the concentration at half of the fitted maximal effect; on the % scale 0 is the no-effect control and ±100 the full control effect; nearly all actives have a fitted effect of over 55% in size
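V1b-HEK293 cells; cpd 30 min 37C; 25 nM vasopressin 5 min; lyse 10 min; AlphaScreen beads 5 hr RT. Normalized to DMSO basal and 25 nM vasopressin; AC50 by Hill fit.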
HEK293 cAMP cs – parental HEK293 cAMP activation (counter-screen). parental HEK293 CNG cAMP sensor, membrane potential fluorescence. Potency, µM (series often up to 57.1 µM), for the others: at the top dose activation, actives largely listed as activators. actives 2.5% (n = 73,000); further: potency means the concentration at half of the fitted maximal effect; % of control where 0% means no effect; nearly all actives have a fitted effect of over 55% in size
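Parental HEK 293 cells stably expressing a modified CNG channel (no TSHR) report cAMP rise as membrane depolarization. Membrane potential dye with 100 uM RO 20-1724 was loaded for 60 min at room temperature, then compound added for 30 min; fluorescence read at 590 nm.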
CRE-bla Fsk – CRE-bla signaling modulation under forskolin stimulation. Potency, µM (series often up to 38.2 µM), without a hit: top-dose activity change, negative = inhibition, actives largely listed as activators. actives 2.5% (n = 71,000). AID 662. CHO CRE-bla reporter (cAMP response element driving beta-lactamase), forskolin EC10, beta-lactamase ratio; active means well fitted activation curve with a large enough effect in the signal ratio, with a control signal flat, not every such curve was filed as active; inconclusive means small, poorly fitted or top-dose-only effect, or effect the other way, or a change in a side signal; the % refers to the signal ratio; further: potency means the concentration at half of the fitted maximal effect; % of control where 0% means no effect
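Beta-lactamase reporter under a cAMP responsive element in CHO cells; compounds tested in titration series against EC10 NKH 477, 3 h at 37 °C. Read-out: CCF4 FRET ratio 460nm/530nm (excitation 405nm) giving %Activity, fitted to AC50.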
USP2a inhib – inhibitors of human ubiquitin-specific protease USP2a; O75604; USP2a enzymatic assay, qHTS inhibition; Potency, µM (highest dose often 38.3 µM), for inactives: at the highest dose activity change, negative = inhibition, actives largely listed as inhibitors; actives 0.1% (n = 60,000);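 further: potency means the concentration at half of the fitted maximal effect; nearly all actives have a fitted effect of over 60% in size; plate controls were DMSO for no effect and NEM full inhibition control for full effect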
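Coupled readout: USP2-cleaved Ub-PLA2 (20nM final) turns over NBD C6-HPC (20uM final), Ex 460nm/Em 535nm after 2.5 h, time-zero read flagging artifacts. Enzyme (20nM final, pH 8.0 Tris) given 30 min RT with compound first; NEM defines full inhibition.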
Numbers without * were called inactive; i = inactive; ? = inconclusive; . = no result given; [ ] = dose if it differs, or a comment. Unless noted, the call rests on the fitted dose curve; in most records, active means well fitted curve in the direction sought with a large enough effect; inconclusive means small, poorly fitted or top-dose-only effect, or another doubt; inactive means no such curve, though single readings can be large; an effect the other way counts as inactive or inconclusive. An excerpt; count on the stated rates, not on these rows.

SMILES | Caspase-7 inhib | Luciferase inh | Tau fil binding | A350 fluor | Casp1 inh | BRCT PPI green | BRCT inh red | ERK AVP inh | HEK293 cAMP cs | CRE-bla Fsk | USP2a inhib
CN(C)c1cc(N)c2c(n1)CCC2 (tested in a mixture with another compound) | 0% | -1% | 4% | i | 0% | 0.2% | 2.3% | -6% | -5% | -1% | -2%
CCNCC | 0% | . | -1% | . | -4% | 1.0% | -1.6% | 14% | 11% | 6% | .
CC(=Nc1ccc2c(c1)CCC2)c1c(O)n(C2CCCCC2)c(=O)[nH]c1=O | -2% | 7% | -6% | ? | -1% | 1.4% | 0.3% | 2% | -1% | ? | 8%
Cc1ccc(S(=O)(=O)Cc2ccc(C(=O)N3CCC4(CC3)OCCO4)o2)cc1 | -1% | 3% | -4% | i | -1% | -1.3% | -0.6% | -3% | 19% | 0% | 4%
CCCCC(CC)COC(=O)c1ccccc1C(=O)OCC(CC)CCCC (stereo not drawn) | 0% | . | -10% | . | 0% | -1.4% | -0.5% | 5% | 8% | 1% | .
CC(=NCC1CCCO1)c1c(O)n(-c2ccccc2)c(=O)[nH]c1=O (stereo not drawn) | 0% | 0% | -1% | ? | 0% | -0.6% | -1.4% | 2% | -3% | 18% | 10%
CC(=O)O/C(=C1/C[C@H]2[C@@H]3CC=C4C[C@@H](OC(C)=O)CC[C@]4(C)[C@@H]3CC[C@]2(C)C1=O)C(F)(F)F | -5%[11.5 µM] | 6%[11.4 µM] | 12%[11.4 µM] | i | 0%[11.5 µM] | 0.3%[15.4 µM] | -0.8%[15.4 µM] | -3%[11.5 µM] | -5%[11.4 µM] | ? | .
O=C1CC(=O)N(c2cccc(Cl)c2)C(=O)N1 | 0% | 2% | 11% | ? | -4% | 0.3% | -2.3% | 10% | 12% | -2% | -6%
N#Cc1ccccc1Cn1cc(C(=O)C2CC2)c2ccccc21 | -2% | 3% | 22% | i | -1% | 0.0% | -0.3% | -7% | ? | 6% | 2%
NS(=O)(=O)c1ccc(N=Cc2c(O)n(C3CCCCC3)c(=O)n(C3CCCCC3)c2=O)cc1 | -4% | 1% | 20% | . | -4% | -1.9% | -0.8% | -17% | 1% | ? | ?
CCN1CC=C(c2c[nH]c3ccccc23)CC1 | -1% | . | . | . | -6% | -3.1% | -0.2% | . | -9% | . | .
CCOc1ccc(-n2c(O)c(C=Nc3ccc(N4CCOCC4)cc3)c(=O)[nH]c2=O)cc1 | -7% | -4% | -16% | . | -8% | 0.4% | 0.8% | -25% | -6% | -3% | 12%
COc1ccc(C2=NCC(=O)N(CC(=O)NCc3ccco3)c3sc4c(c32)CCCC4)cc1OC | 6% | -2% | 17% | i | -9% | -0.4% | 0.2% | -12% | 12% | ? | 32%[activator]
CCCCSP(=O)(SCCCC)SCCCC | 0% | . | . | . | 3% | -1.4% | 2.1% | 4% | . | . | -8%
COc1c2c(c(CC=C(C)C)c3oc(=O)c(-c4ccc(O)cc4)c(O)c13)OC(C)(C)C=C2 | -1% | . | . | . | -2% | 0.1% | 0.0% | 1% | . | . | ?
Nc1cccc(N=Cc2c(O)n(Cc3ccc(F)cc3)c(=O)[nH]c2=O)c1 | -9% | -2% | 8% | 3.4e-08M* | -11% | 0.3% | -1.8% | -14% | 0% | 1% | 36%[activator]
CCOc1ccc(C2SCC(=O)Nc3c2c(=O)[nH]n3C2CCCCCC2)cc1 (stereo not drawn) | -4% | . | . | . | -4% | -0.9% | -0.6% | . | 8% | . | .
c1ccc(C[C@@H](c2ccccc2)N2CCCCC2)cc1 | 0% | 3% | ? | . | 1% | 1.0% | -2.0% | -3% | ? | -21% | .
Cc1ccc(S(=O)ON2CCC(C(=O)O)(c3ccccc3)CC2)cc1 (stereo not drawn) | -2%[11.5 µM] | 1%[11.4 µM] | 9%[11.4 µM] | i | 1%[11.5 µM] | -0.4%[15.4 µM] | -1.0%[15.4 µM] | 6%[11.5 µM] | -1%[11.4 µM] | 2%[7.6 µM] | .
CC[C@]1(O)CC(O[C@@H]2CC(N(C)C)C(O)C(C)O2)c2c(cc3c(c2O)C(=O)c2c(O)ccc(O)c2C3=O)C1C(=O)OC (stereo partly drawn) | -13% | . | . | . | ? | -1.4%[3.08 µM] | -8.4% | -20% | . | . | 32%[activator]
Cc1nnc2ccc(-c3cccc(C(F)(F)F)c3)nn12 | -1% | -14% | -7% | . | 1% | -1.8% | -2.3% | -29% | -3% | ? | .
CN1CC(CO)=C[C@H]2c3cccc4[nH]cc(c34)C[C@H]21 | -25% | . | . | . | -17% | -11% | -3.0% | 0% | . | . | 0%
C=C1[C@@H]2CC[C@H]3[C@@]4(C)C[C@@H](O[C@@H]5O[C@H](CO)[C@H](OS(=O)(=O)O)[C@@H](OS(=O)(=O)O)[C@@H]5OC(=O)CC(C)C)C[C@@H](C(=O)O)[C@H]4CC[C@@]3(C2)[C@H]1O | 3%[25.7 µM] | 2%[25.5 µM] | 2%[25.6 µM] | i | -2%[25.7 µM] | -2.6%[34.4 µM] | 0.0%[34.4 µM] | 12%[25.7 µM] | -5%[25.6 µM] | ? | -12%[17.1 µM]
O=C(Oc1ccccc1)N1CCC[C@@]2(CCN(Cc3cc(C(F)(F)F)cc(C(F)(F)F)c3)C2)C1 | -1% | 1%[11.4 µM] | -20% | i | -3% | -4.9% | -1.4% | 9% | 16µM* | ? | -21%
Cc1oc2ccc(OC(=O)N(C)C)cc2c1C(=O)OC(C)C | 0% | -7% | -6% | i | 0% | -2.2% | 0.1% | -7% | 18% | ? | 0%

Reformatted in markdown: part of the list above.
| compound | Caspase-7 inhib | Luciferase inh | Tau fil binding | A350 fluor | Casp1 inh | BRCT PPI green | BRCT inh red | ERK AVP inh | HEK293 cAMP cs | CRE-bla Fsk | USP2a inhib |
| --- | --- | --- | --- | --- | --- | --- | --- | --- | --- | --- | --- |
| COc1c2c(c(CC=C(C)C)c3oc(=O)c(-c4ccc(O)cc4)c(O)c13)OC(C)(C)C=C2 | -1% | . | . | . | -2% | 0.1% | 0.0% | 1% | . | . | ? |
| Nc1cccc(N=Cc2c(O)n(Cc3ccc(F)cc3)c(=O)[nH]c2=O)c1 | -9% | -2% | 8% | 3.4e-08M* | -11% | 0.3% | -1.8% | -14% | 0% | 1% | 36%[activator] |
| CCOc1ccc(C2SCC(=O)Nc3c2c(=O)[nH]n3C2CCCCCC2)cc1 (stereo not drawn) | -4% | . | . | . | -4% | -0.9% | -0.6% | . | 8% | . | . |
| c1ccc(C[C@@H](c2ccccc2)N2CCCCC2)cc1 | 0% | 3% | ? | . | 1% | 1.0% | -2.0% | -3% | ? | -21% | . |

New compounds follow
SMILES | Caspase-7 inhib | Luciferase inh | Tau fil binding | A350 fluor | Casp1 inh | BRCT PPI green | BRCT inh red | ERK AVP inh | HEK293 cAMP cs | CRE-bla Fsk | USP2a inhib
CCOP(=S)(OCC)c1ccc(N(C)C)cc1 | -1% | -1% | -1% | i | 2% | -4.1% | -1.4% | 26% | ? | 4% | -6%
C[N+]1(C)[C@@H]2CC[C@H]1CC(OC(=O)c1c[nH]c3ccccc13)C2 (stereo partly drawn) | 0% | -4% | -9% | i | 2% | -2.0% | -2.0% | ? | ? | ? | 31%[activator]
O=c1cc(C2CCNCC2)[nH][nH]1 | 2% | 1% | 7% | ? | 3% | -2.4% | -0.4% | 18% | -2% | ? | -2%
CC(C)=CCCC(C)CN(C)CCc1ccccn1 (stereo not drawn) | 1% | 2% | -17% | . | 1% | 0.4% | -0.3% | -4% | ? | -1% | 1%
CNCC(O)c1cccc(OC(=O)c2ccccc2C)c1 (stereo not drawn) | 0% | 1% | 1% | i | 1% | 0.0% | -1.2% | 1% | 26% | -6% | 0%
CN1CCCC2(CCN(C(=O)c3ccco3)CC2)C1 | -1% | 2%[11.4 µM] | 3% | i | -6% | -2.1% | -1.1% | -2% | 4% | 2% | -1%
